# High-throughput results from PubChem.
# RORg inh: ROR gamma (mouse) transcription inhibition; Drosophila S2 Gal4-RORgamma UAS-luciferase reporter, 20 h; P51450; 310,000 compounds, 5.4% hits; Potency, µM (highest dose often 53.6 µM), without a hit: at the top dose activity change, negative = inhibition, hits mostly inhibitors; note: potency is the fitted concentration of half-maximal effect; % is set by controls: 0 for no effect and ±100 for the full control effect; nearly all actives have a fitted effect of over 60% in size
# Target sequence (P51450 whole entry, looked up, the tested form may be a part): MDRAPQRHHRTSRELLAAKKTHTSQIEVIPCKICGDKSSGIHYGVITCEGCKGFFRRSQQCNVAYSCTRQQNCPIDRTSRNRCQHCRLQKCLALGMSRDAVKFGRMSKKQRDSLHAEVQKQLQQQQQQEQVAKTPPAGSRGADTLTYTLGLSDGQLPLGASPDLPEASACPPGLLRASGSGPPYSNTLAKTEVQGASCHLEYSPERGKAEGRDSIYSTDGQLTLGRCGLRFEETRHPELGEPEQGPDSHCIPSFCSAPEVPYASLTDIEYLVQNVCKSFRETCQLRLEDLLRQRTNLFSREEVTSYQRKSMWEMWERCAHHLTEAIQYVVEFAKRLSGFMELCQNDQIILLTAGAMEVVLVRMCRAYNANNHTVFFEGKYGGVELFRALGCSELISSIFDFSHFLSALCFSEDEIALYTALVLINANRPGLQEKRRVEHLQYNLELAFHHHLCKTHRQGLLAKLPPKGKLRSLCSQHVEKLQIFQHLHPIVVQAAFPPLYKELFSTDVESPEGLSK
#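 Using a luciferase readout, inhibitors were identified by reduced reporter activity in Drosophila cells coexpressing a copper-inducible Gal4–ROR gamma fusion and UAS-driven Photinus luciferase, incubated 20 hr after 700 uM copper sulfate.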
# FLuc counter: firefly luciferase modulation, counter-screen for miR-21 project; AID 588342; P08659; Potency, µM (doses to about 57.5 µM), for the others: top-dose activity change, negative = inhibition, hits mostly inhibitors; purified FLuc, Km substrates, luminescence inhibition; 360,000 compounds, 6.9% hits;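 note: potency is the fitted concentration of half-maximal effect; plate controls were vehicle for no effect and reference inhibitor for full effect; nearly all actives have a fitted effect of over 55% in size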
# Target sequence (P08659 whole entry, looked up): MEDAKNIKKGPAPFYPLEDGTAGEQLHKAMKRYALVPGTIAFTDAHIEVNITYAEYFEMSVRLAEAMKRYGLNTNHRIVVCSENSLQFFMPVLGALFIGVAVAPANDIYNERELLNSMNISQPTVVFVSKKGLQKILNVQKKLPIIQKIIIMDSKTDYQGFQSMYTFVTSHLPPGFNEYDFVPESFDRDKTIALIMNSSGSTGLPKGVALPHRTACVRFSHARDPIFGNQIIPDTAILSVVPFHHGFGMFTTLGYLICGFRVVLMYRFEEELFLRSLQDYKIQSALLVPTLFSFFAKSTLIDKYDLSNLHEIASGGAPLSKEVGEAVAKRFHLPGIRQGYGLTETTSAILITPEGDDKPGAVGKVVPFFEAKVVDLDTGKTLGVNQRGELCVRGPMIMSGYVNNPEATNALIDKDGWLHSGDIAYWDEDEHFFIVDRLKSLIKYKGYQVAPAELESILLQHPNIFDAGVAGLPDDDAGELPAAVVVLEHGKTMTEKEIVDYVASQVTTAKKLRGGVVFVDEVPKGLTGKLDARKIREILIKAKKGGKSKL
#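 Purified P. pyralis luciferase (10nM final) with 10uM D-luciferin and 10uM ATP (Km levels) in 50mM Tris acetate pH 7.5, 10mM Mg acetate, 0.01% Tween-20, 0.05% BSA; qHTS 6-point titration, ~60 µM downward; luminescence read.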
# Menin-MLL TR inh: displaces Texas Red mutant MLL peptide from human menin; Potency, µM (titrated, usually from 61.6 µM), inactives show top-dose FP activity change, negative = inhibition, hits mostly inhibitors; Menin + Texas Red MLL mutant peptide, fluorescence polarization; AID 1768; 270,000 compounds, 0.23% hits; active = well fitted inhibition curve with a large enough effect in the polarisation, with a control signal flat, not every such curve was filed as active; inconclusive = small, poorly fitted or top-dose-only effect, or effect the other way, or a change in a side signal; inactive = no such curve, though single readings can be large or run the other way; the % refers to the polarisation; note: potency is the fitted concentration of half-maximal effect; % of control where 0% means no effect; many of its hits are not listed in these tables
# p53 reactivation: restores transcriptional activity of mutant p53. Potency, µM (highest dose often 92.2 µM), without a hit: at the highest dose activity change, positive = activation, most hits filed as activators. H1299 p53-A138V BP100-luciferase reporter, luminescence, 24 h. 320,000 compounds, 0.063% hits. AID 504706; note: potency is the fitted concentration of half-maximal effect; % of control where 0% means no effect; nearly all actives have a fitted effect of over 45% in size
#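 p53-null H1299 cells stably carrying temperature-sensitive p53-A138V and a BP100-luciferase reporter were pinned with compounds (4-point, 1:5 series) and held 24 hrs at 37 deg C. Luminescence was read 10 min after detection reagent.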
# PKM2 act: activators of human pyruvate kinase M2; purified PKM2, Kinase-Glo ATP luminescence, activation; response scale: 0% is enzyme alone, no compound; Potency, µM (series often up to 57.5 µM), for the others: at the highest dose activation, usual class: activators; 260,000 compounds, 0.34% hits; note: potency is the fitted concentration of half-maximal effect; % is set by controls: 0 for no effect and ±100 for the full control effect; nearly all actives have a fitted effect of over 55% in size
#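 hPK-M2, >95% pure; 0.1 mM ADP / 0.5 mM PEP final; imidazole pH7.2 buffer w/ 7 mM MgCl2, 50 mM KCl; 1 h RT; Kinase-Glo lum. Intermediate enzyme activity for dual inhibitor/activator qHTS.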
# Rab9 prom act: activators of Rab9 promoter; AID 485297; Potency, µM (top dose mostly 9.22 µM), without a hit: at the top dose activation, negative = inhibition, usual class: activators; 320,000 compounds, 2.8% hits; Huh7 Rab9 promoter-luciferase reporter, luminescence, 24 h; note: potency is the fitted concentration of half-maximal effect; % of control where 0% means no effect; nearly all actives have a fitted effect of over 60% in size
#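 Using Huh7 cells stably transfected with Rab9 promoter–luciferase, compounds were incubated 24 h at 37 °C, 5% CO2; luciferase luminescence was read 10 min after reagent addition.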
# Giardia killer: Giardia lamblia killing. activity change, % at 7.66 µM, hits read low. 340,000 compounds, 0.15% hits. Giardia lamblia trophozoite viability; in the data active = activity change below about -80%; inconclusive = between about -30% and that limit;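 note: parasites exposed to compound for two days anaerobically before the ATP read; % is set by controls: 0 for no effect and ±100 for the full control effect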
#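 Viability, read as ATP luminescence: trophozoites at 100 cells/well, compound added, 48 hrs anaerobic at 37 deg C, then 15-30 min room-temperature development before reading.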
# BRCA1 expr act: BRCA1 expression activation | Potency, µM (highest dose often 46.1 µM), without a hit: at the top dose activation, actives largely listed as activators | MCF7-BRCA1-FFLuc reporter, luminescence, 48 h; response scale: scaled: vehicle 0%, 10 µM genistein 100% | 380,000 compounds, 1.1% hits; note: potency is the fitted concentration of half-maximal effect; nearly all actives have a fitted effect of over 80% in size; some results filed as inactive show a strong effect at the top dose
#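 MCF7 cells carrying a BRCA1-firefly luciferase reporter (2000 cells/well, phenol-red free MEM) were attached for 2 h at 37 °C, then given compounds for 48 h. Luminescence was read 15 min after luciferase reagent; activity normalized to genistein (10 microM) and DMSO.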
# Gal4-VP16 FLuc: Gal4-VP16 reporter inhibition counter-screen. AID 2546. 310,000 compounds, 3.5% hits. Potency, µM (titrated, usually from 53.6 µM), for the others: at the highest dose activity, negative = inhibition, usual class: inhibitors. Drosophila S2 Gal4-VP16 UAS-luciferase, luminescence, 20 h;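 note: Gal4-VP16 expression switched on by copper sulfate through the metallothionein promoter; potency is the fitted concentration of half-maximal effect; % is set by controls: 0 for no effect and ±100 for the full control effect; nearly all actives have a fitted effect of over 50% in size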
# ELG1 genotoxic: inducers of genotoxicity in HEK293T ELG1-luciferase cells; HEK293T ELG1-luciferase reporter, luminescence, 16 h; Potency, µM (doses to about 46 µM), for the others: at the top dose activity change, positive = activation, usual class: activators; 330,000 compounds, 1.3% hits; AID 504466; note: potency is the fitted concentration of half-maximal effect; % of control where 0% means no effect; nearly all actives have a fitted effect of over 60% in size
#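 Cells (2,000/well) expressing the ELG1-luciferase fusion are dosed by pin tool and kept 16 hr at 37 °C, 5% CO2. Signal comes from ONE-Glo luciferase reagent after 30 min at room temperature.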
# NPC1 promoter act: NPC1 promoter activation; Huh7 NPC1 promoter luciferase reporter, 24 h; Potency, µM (titrated, usually from 9.22 µM), for inactives: at the top dose activation, hits mostly activators; 320,000 compounds, 2.4% hits;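 note: potency is the fitted concentration of half-maximal effect; % of control where 0% means no effect; nearly all actives have a fitted effect of over 60% in size; reporter is driven by a mutant NPC1 promoter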
#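 In 1536-well qHTS, Huh7 cells harboring an NPC1 promoter–luciferase construct received compound for 24 h; activation was quantified by luminescence following luciferase reagent addition.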
# The depositor's hits bear a star; ? = inconclusive; · = no result given; & = joins results of further samples; [ ] = remark or other dose. Unless noted, calls come from the whole dose curve; as a rule, active = well fitted curve in the direction sought with a large enough effect; inconclusive = small, poorly fitted or top-dose-only effect, or another doubt; inactive = no such curve, though single readings can be large; an effect the other way counts as inactive or inconclusive. A portion of the library; the hit share may differ from the screen's.
item	Compound	p53 reactivation	BRCA1 expr act	Rab9 prom act	PKM2 act	Menin-MLL TR inh	Giardia killer
1	CCN1C(=O)C(CC(=O)Nc2ccccc2)S/C1=N\c1ccccn1 (stereo not drawn)	-3%	-3%	-5%	0%	3%	7
2	O=C1CCC([N+](=O)[O-])C(c2cccc(Cl)c2Cl)N1 (stereo not drawn)	-4%	11%	-7%	-24%	17%	23
3	CCCCN(C(=O)CSc1nncn1-c1ccccc1)c1c(N)n(Cc2ccccc2)c(=O)[nH]c1=O	1%	3%	0%	-2%	-14%	-16
4	N#Cc1ccc(/C=N/NC(=O)c2cccc(S(=O)(=O)N3CCOCC3)c2)cc1	4%	-2%	-1%	-4%	9%	-1
5	CC1Cc2ccccc2N1C(=O)CSc1nnnn1-c1ccc2c(c1)OCCO2 (stereo not drawn)	3%	-31%	2%	0%	-10%	5
6	Cc1ccc(C2=NOC(C)(c3nnc(-c4ccc(F)cc4)o3)C2)cc1 (stereo not drawn)	-3%	-7%	-9%	1%	·	?
7	N#Cc1nc(Cc2ccccc2)oc1NCCCn1ccnc1	26%	10%	1%	?	16%	8
8	CC1(C)CC(=O)C(CC(=O)NC2CCCc3ccccc32)C(=O)C1 (stereo not drawn)	-1%	-12%	-6%	-3%	-1%	-20
9	COc1ccc(Cc2nnc(SCC(=O)Nc3ccccc3)[nH]c2=O)cc1	-4%	30%	8%	·	·	11
10	O=C(NCC1CCCO1)c1sc2cc(Cl)ccc2c1Cl (stereo not drawn)	?	10µM*	2µM*	-16%	-14%	-8
11	CC(=O)n1cc(N(C(=O)CCl)c2ccc([N+](=O)[O-])cc2)c2ccccc21	-16%	-55%	-53%[inhibitor]	2%	·	37[activator]
12	CCCCOc1ccc(C(=O)NCC(=O)NCC(c2ccc(OC)cc2)N2CCOCC2)cc1 (stereo not drawn)	?	-5%	2%	·	·	10
13	CCOC(=O)c1ccc(NC(=O)C2C3CCC(C3)C2C(=O)O)cc1 (stereo not drawn)	?	?	20%	-4%	-6%	8
14	O=C(COc1ccc(Br)cc1)N(Cc1ccco1)C1CCS(=O)(=O)C1 (stereo not drawn)	2%	-2%	0%	·	·	13
15	COc1ccc(CCNC(=O)Cc2ccccc2)cc1OC	28%	12%	0%	-10%	2%	-3

item	Gal4-VP16 FLuc	FLuc counter	NPC1 promoter act	ELG1 genotoxic	RORg inh
1	-9%	-1%	-2%	18%	19%
2	-10%	0%	4%	0%	39%
3	2%	-2%	-5%	2%	6%
4	3%	-6%	-6%	-6%	14%
5	2%	0%	3%	-16%	?
6	-5%	-18%	-4%	1%	3%
7	13%	-11%	2%	1%	38%
8	-11%	-9%	2%	-1%	13%
9	·	-16%	3%	1%	·
10	5%	11µM*	3.2µM*	?	?
11	?	4%	-39%[inhibitor]	-26%	?
12	·	11%	-2%	0%	·
13	-1%	-17%	17%	?	?
14	-1%	-3%	-2%	3%	0%
15	-10%	2%	-3%	2%	16%[1.91 µM]

# Retrieved by compound from above, 3 records:
item	Compound	p53 reactivation	BRCA1 expr act	Rab9 prom act	PKM2 act	Menin-MLL TR inh	Giardia killer
7	N#Cc1nc(Cc2ccccc2)oc1NCCCn1ccnc1	26%	10%	1%	?	16%	8
2	O=C1CCC([N+](=O)[O-])C(c2cccc(Cl)c2Cl)N1 (stereo not drawn)	-4%	11%	-7%	-24%	17%	23
13	CCOC(=O)c1ccc(NC(=O)C2C3CCC(C3)C2C(=O)O)cc1 (stereo not drawn)	?	?	20%	-4%	-6%	8

item	Gal4-VP16 FLuc	FLuc counter	NPC1 promoter act	ELG1 genotoxic	RORg inh
7	13%	-11%	2%	1%	38%
2	-10%	0%	4%	0%	39%
13	-1%	-17%	17%	?	?

# (cont.)
item	Compound	p53 reactivation	BRCA1 expr act	Rab9 prom act	PKM2 act	Menin-MLL TR inh	Giardia killer
16	Clc1ccc(OCc2nc(-c3ccccn3)n[nH]2)cc1	?	4%	22%	4%	14%	7
17	COCCOC(=O)c1[nH]c2c(c1C)C(=O)C(C(=O)OC)C(C)C2 (stereo not drawn)	?	82%	3.5µM*	11%	-9%	-16
18	CCc1nc(N2CCCCC2)c2oc3ccccc3c2n1	·	-27%	·	1%	-2%	-9
19	CC(C)CCNC(=O)C1CCCN(S(=O)(=O)c2ccc(-n3cnnn3)cc2)C1 (stereo not drawn)	7%	17%	-2%	0%	19%	30
20	CCO[C@H]1OC(C(=O)NCc2ccccc2)=C[C@@H](c2cn(C(C)=O)c3ccccc23)[C@@H]1CCCO	-4%	-35%	-4%	-3%	1%	17
21	O=C1CN(C(=O)c2cc([N+](=O)[O-])ccc2Cl)C(c2ccc(F)cc2)c2cc(F)ccc2N1 (stereo not drawn)	-1%	-29%	-6%	12%	13%	-18
22	S=C(Nc1ccc2nc(-c3ccccn3)c(-c3ccccn3)nc2c1)N1CCOCC1	1%	15%	-5%	14%	6%	-15
23	O=C(O)CCC(=O)N1CCc2cc(S(=O)(=O)N(CCc3ccccc3)Cc3ccccc3)ccc21	-2%	-11%	-7%	7%	-6%	9
24	C/C(=N\O)C(C)(C)Nc1ccccc1F	0%	-3%	-3%	-6%	·	7
25	CCCCOc1ccc(C2(C(=O)O)CCCC2)cc1	4%	13%	5%	2%	?	8
26	c1ccc(SCc2nc(-c3ccncc3)no2)cc1	?	?	?	-14%	?	10
27	O=C(c1ccc(F)cc1F)C1CCN(c2ccc([N+](=O)[O-])cn2)CC1	-1%	-37%	-25%	-1%	·	7
28	Cc1cccc(C)c1NC(=O)CN(C)C(=O)CSC(=S)N1CCCC1	-2%	0%	2%	·	·	2
29	COc1ccc(CCn2nnnc2C(c2ccccc2)N2CCN(C)CC2)cc1OC (stereo not drawn)	-3%	3%	-3%	1%	-11%	8
30	CCn1cc(C(=O)N2CCN(c3ccccc3OC)CC2)c2cc(OC)c(OC)cc2c1=O	-1%	-7%&7%	-3%	-1%	0%	19

item	Gal4-VP16 FLuc	FLuc counter	NPC1 promoter act	ELG1 genotoxic	RORg inh
16	-9%	-19%	12%	-2%	-1%
17	7%	9.5µM*	?	16µM*	-17%
18	-23%	-20%	·	·	16µM*
19	-2%	5%	-3%	12%	?
20	-1%	0%	-3%	-8%	3%
21	-1%	6%	-1%	-7%	15%
22	-6%	5%	-6%	3%	-27%
23	8%	1%	1%	3%	-26%
24	1%	4%	-1%	-1%	17%
25	2%	0%	1%	1%	0%
26	11µM*	17µM*	4µM*	15µM*	?
27	?	2%	-16%	6%	36%
28	·	-1%	7%	-2%	·
29	-16%	-1%	-3%	5%	-3%
30	-6%	0%&0%	-2%	-7%	-5%

# (more compounds)
item	Compound	p53 reactivation	BRCA1 expr act	Rab9 prom act	PKM2 act	Menin-MLL TR inh	Giardia killer
31	C[n+]1cccc(CNC(=O)/C=N/O)c1	-4%	-26%	1%	4%	·	3
32	COc1ccc(Nc2nc(N)nc(COc3ccc(OC)cc3)n2)cc1	5%	11%	-2%	0%	14%	3
33	Cc1ccc(/C=C/C(=O)NCCCN2CCN(CCCNC(=O)/C=C/c3ccc(C)cc3)CC2)cc1	-7%	-3%	-4%	0%	-9%	-17
34	CNS(=O)(=O)c1ccc2nc(NC(=O)c3ccc(N4C(=O)CCC4=O)cc3)sc2c1	4%	-8%	10%	-9%	?	2
35	CN(C)c1cc(C(F)(F)F)nc(-c2ccccn2)n1	4%	-3%	2%	-4%	6%	-1
36	COc1ccc(CN(C)C(=O)C23CC4CC(CC(C4)C2)C3)c(OC)c1	1%	-55%	-2%	·	?	9
37	O=[N+]([O-])c1ccc(Nc2ccc(F)cc2)cc1	5%	17%	2%	·	-3%	-4
38	COc1cccc(OC)c1C(=O)NN1CCCCC1	3%	-18%	1%	0%	-10%	-4
39	Cc1ccc(C)n1-c1sc2c(c1C(=O)O)CCCC2	?	-12%	-12%	1%	-2%	-21
40	Cc1ccc(S(=O)(=O)N2[C@@H](c3cccc(Cl)c3)C(C(=O)O)=CC[C@H]2c2cccc(Cl)c2)cc1	3%	3%	-3%	·	·	?

item	Gal4-VP16 FLuc	FLuc counter	NPC1 promoter act	ELG1 genotoxic	RORg inh
31	-10%	0%	0%	2%	-14%
32	1%	-19%	0%	11%	10%
33	14%	-2%	-1%	0%	23%
34	-16%	?	0%	-1%	5%
35	?	-2%	-3%	2%	?
36	-13%	-4%	1%	-21%	-19%
37	-6%	-3%	-1%	-2%	20%
38	-3%	0%	0%	-3%	17%
39	?	0%	0%	13%	-4%
40	·	0%	0%	-3%	·
